TcdB inh: blocks C. difficile toxin B glycohydrolase activity; P18177; TcdB glycohydrolase enzymatic assay, plate reader; inhibition, % at 9.99 µM; actives 0.24% (n = 350,000); AID 652162; in the data active means inhibition above about 10%
UGM FP inh: blocks M. tuberculosis UGM enzyme; P9WIQ1; purified UGM, fluorescence polarization probe displacement; inhibition, % at 10 µM; actives 0.06% (n = 320,000); AID 504406; in the data active means inhibition above about 10%, passing the limit was not always enough; inconclusive means no clear call, values can overlap the other calls
Target sequence (P9WIQ1 whole entry, looked up): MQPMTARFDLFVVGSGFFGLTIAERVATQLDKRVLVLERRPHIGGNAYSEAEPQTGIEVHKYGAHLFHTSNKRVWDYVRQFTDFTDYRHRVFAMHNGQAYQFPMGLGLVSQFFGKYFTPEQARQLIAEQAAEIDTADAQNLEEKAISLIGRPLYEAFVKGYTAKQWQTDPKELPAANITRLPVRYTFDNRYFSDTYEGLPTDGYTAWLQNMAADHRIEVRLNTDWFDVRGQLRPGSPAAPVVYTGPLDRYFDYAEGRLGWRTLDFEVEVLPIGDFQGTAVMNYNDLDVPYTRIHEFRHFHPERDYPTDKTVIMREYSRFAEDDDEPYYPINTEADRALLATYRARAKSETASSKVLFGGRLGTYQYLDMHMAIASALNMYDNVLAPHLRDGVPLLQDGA
GDH-TPI inh: GDH-TPI coupled enzyme inhibition counter-screen. GDH-TPI coupled enzyme counterscreen, NADH absorbance. inhibition, % at 4.8 µM. actives 1.2% (n = 360,000); in the data active means inhibition above about 30%;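 further: 0% = DMSO wells and 100% = wells lacking the enzyme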
Vc quorum ag: inducers of Vibrio cholerae quorum light production without autoinducers | activation, % at 18.7 µM | V. cholerae BH1578 lux reporter, luminescence, 6 h | actives 0.16% (n = 350,000); in the data active means activation mostly above about 9.7%, no sharp cut-off; inconclusive means no clear call, values can overlap the other calls; inactive means mostly below about 3.7%; further: not every result past the cut was called active; inactives centre near 0; reference of the scale not given here
Mtb FBA inh: Mtb fructose-bisphosphate aldolase inhibition. purified M. tuberculosis FBA, fluorescence read-out. P9WQA3. actives 2.3% (n = 360,000). inhibition, % at 1 µM; in the data active means inhibition above about 27%;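 further: 0% = vehicle and 100% = reference inhibitor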
Target sequence (P9WQA3 whole entry, looked up): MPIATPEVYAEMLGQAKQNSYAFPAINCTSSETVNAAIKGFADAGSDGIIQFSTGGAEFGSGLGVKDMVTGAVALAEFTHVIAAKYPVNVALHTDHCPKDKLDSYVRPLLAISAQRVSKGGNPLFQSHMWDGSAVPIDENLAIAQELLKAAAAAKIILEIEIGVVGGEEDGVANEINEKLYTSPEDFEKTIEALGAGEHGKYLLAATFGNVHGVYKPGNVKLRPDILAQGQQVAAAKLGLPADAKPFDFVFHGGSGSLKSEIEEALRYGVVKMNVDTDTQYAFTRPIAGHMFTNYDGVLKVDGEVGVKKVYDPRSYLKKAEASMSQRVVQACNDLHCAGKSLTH
BioA inh: blocks M. tuberculosis BioA enzyme activity; purified M. tuberculosis BioA enzyme, plate reader; inhibition, % at 9.99 µM; actives 0.096% (n = 360,000); AID 602481; in the data active means inhibition above about 40%; inconclusive means no clear call, values can overlap the other calls
Yp Topo-I inh: inhibitors of Yersinia pestis topoisomerase I; Y. pestis Topo-I cleavage product accumulation, plate reader; activity, % at 10 µM; actives 0.064% (n = 360,000); AID 504884; in the data active means activity above about 50%, passing the limit was not always enough; inconclusive means no clear call, values can overlap the other calls; further: inactives centre near 2
FadD28 binding: blocks FadD28 binding to the bisubstrate probe; fluorescence polarization; inhibition, % at 12.5 µM; actives 0.22% (n = 360,000); AID 588549; in the data active means inhibition above about 8.5%, passing the limit was not always enough; inconclusive means no clear call, values can overlap the other calls
PfHsp40 yeast: restores yeast growth despite PfHsp40 toxicity. actives 0.68% (n = 340,000). growth rescue, % at 12.5 µM. S. cerevisiae expressing PfHsp40, growth rescue, ATP luminescence. AID 504582; in the data active means growth rescue above about 28%, passing the limit was not always enough; inconclusive means no clear call, values can overlap the other calls;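 further: yeast W303a lacking pdr1 and pdr3 grown in galactose medium; growth measured after three days at 30 °C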
An asterisk follows results filed as active; i = inactive; ? = inconclusive; nt = no result given.

mol	TcdB inh	Vc quorum ag	Yp Topo-I inh	FadD28 binding	PfHsp40 yeast	BioA inh	UGM FP inh	GDH-TPI inh	Mtb FBA inh
O=C(NC1(C(=O)NC2CCCCC2)CCCCC1)c1ccc2c(c1)OCO2	nt	nt	7	-0.2	-0.8	1.9	0.5	12	1
CCCn1c(SCC(=O)N2CCCCC2)nnc1-c1ccco1	nt	i	10	1.2	-2.2	-0.4	0.6	5	5
N#CCCN(C(=O)COC(=O)c1ccc(S(=O)(=O)N2CCOCC2)cc1)c1ccccc1	1.3	i	-3	1.7	1.0	7.4	4.2	-6	-1
Cc1cc2oc(=O)cc(CN3CCCC3)c2cc1C	0.8	nt	nt	-3.1	nt	0.2	nt	nt	1
C=CCn1c(SCC(=O)Nc2ccc(-c3nc4ccc(C)cc4s3)cc2)nnc1-c1ccncc1	1.1	i	-4	-2.6	-2.5	1.0	2.8	5	2
COc1ccccc1/C=C/C(=O)NCC(=O)N/N=C(/C)c1ccco1	0.9	-4.0	8	-0.5	-0.9	-1.1	-3.7	7	11
Clc1ccc(NCc2cccnc2)cc1	0.5	i	-7	-4.7	-0.2	1.1	1.7	3	13
O=C(NCc1ccccc1)c1noc2c1CCCCC2	nt	-4.2	3	-2.2	-1.1	0.4	-1.3	10	3
COc1ccc(NC(=O)c2c(-c3ccccc3Cl)noc2C)c(OC)c1	nt	-2.0	4	-0.8	0.1	1.0	3.4	-6	0
CCC1CCC2(CC1)NC(=O)N(CC(=O)Nc1ccc(OC)cc1)C2=O (stereo not drawn)	0.0	-0.9	4	1.1	?	1.0	nt	-1	0
Cc1cccc2cc(CN(CC3CCCO3)C(=O)c3cccnc3)c3nnnn3c12 (stereo not drawn)	nt	-0.4	4	-0.1	-1.0	nt	-1.0	6	1
CCCCn1c(=O)[nH]c(=O)c2c1nc(-c1ccc(OCC)cc1)n2CC	1.9	i	4	-2.8	-1.2	0.2	1.2	3	9
COc1cccc(CNC(=O)CN2C(=O)NC(c3ccccc3)(c3ccccc3)C2=O)c1	-0.5	-0.2	24	-4.5	-0.2	-1.0	nt	2	1
Cc1cccc2[nH]c3c(=O)n(CCN4CCNCC4)cnc3c12	nt	i	-4	-4.0	-0.3	-0.2	1.7	17	16
CN(Cc1ccccc1)S(=O)(=O)c1ccc(N2CCCC2=O)cc1	1.1	-7.1	4	-3.2	2.5	2.3	-2.2	-1	-2
Cc1c(C(=O)OCC(=O)N(C)c2ccccc2)oc2ccccc12	-0.1	i	22	1.5	-0.9	-1.6	3.9	3	4
Oc1ccccc1CNc1nc2ccccc2n1CCN1CCCCC1	0.7	-0.4	-14	-1.9	-0.1	0.0	3.5	-5	-2
O=C(Nc1ccc(Cl)cc1)C1CCN(C(=O)c2ccco2)CC1	-0.1	1.3	7	-0.7	-1.1	2.3	0.5	-1	2
CC(=O)[C@@]12O[C@@H]1C[C@H]1[C@@H]3CC[C@H]4C[C@@H](O)CC[C@]4(C)[C@H]3CC[C@@]12C	2.8	-0.8	4	-1.1	0.0	1.3	1.0	-4	-1
COc1ccc(NS(=O)(=O)c2ccc(N3CCOCC3)c(NC(=O)c3ccc(F)cc3)c2)cc1	-1.0	i	13	-4.7	1.1	1.4	-3.4	-4	3
CCOC(=O)N1CCN(C2=C(NS(=O)(=O)c3ccccc3)C(=O)c3ccccc3C2=O)CC1	0.8	-0.4	-11	-0.5	0.2	0.3	0.1	8	-3
CN(C)c1cc(-c2ccccc2)nc(N)n1	0.8	-0.2	2	-3.2	1.3	0.0	-0.7	0	0
COC(=O)c1c(C)[nH]c(C)c1C(=O)c1ccccc1Cc1ccccc1	1.9	i	16	-7.9	-0.1	-0.2	-1.4	7	-3
CCC1=C2CC[C@H]3C(=O)N(C)C(=O)[C@H]3[C@H]2[C@@]2(Cc3ccccc3)C(=NCC(=O)OC)OC(=O)N2C1=O	0.0	3.7	-2	-0.7	-0.6	-3.0	-0.1	11	5
Cc1cccc(S(=O)(=O)C(C#N)c2nc3ccccc3nc2N2CCOCC2)c1 (stereo not drawn)	2.1	-4.2	-5	2.0	1.6	0.1	5.4	7	5

Next part
mol	TcdB inh	Vc quorum ag	Yp Topo-I inh	FadD28 binding	PfHsp40 yeast	BioA inh	UGM FP inh	GDH-TPI inh	Mtb FBA inh
COc1ccc(CNC(=S)Nc2ccc(OC)cc2)cc1	nt	-0.1	7	-0.5	1.6	nt	-1.3	6	2
COCCNc1c(-c2ccc(OC)c(OC)c2)nc2ccc(Cl)cn12	2.1	2.3	1	2.5	10	4.6	-2.7	11	0
CCCCN(C(=O)CSc1nnc(-c2ccc(OC)cc2)n1C(C)C)c1c(N)n(Cc2ccccc2)c(=O)[nH]c1=O	0.5	i	-2	-1.0	-0.7	nt	2.3	8	3
CCOC(=O)COc1cccc2c(=O)n(CC(=O)N3CCCCC3)ccc12	0.7	-0.1	-7	1.4	-1.1	nt	3.3	4	6
COCCNC(=O)c1cc(-c2ccc(Cl)c(Cl)c2)on1	1.1	1.6	-2	0.3	1.2	-2.0	1.5	0	4
O=C(Nc1ccc(Br)cn1)C1CCCN1S(=O)(=O)c1ccccc1 (stereo not drawn)	nt	2.4	2	-1.5	-0.4	0.3	0.6	5	1
COc1cc(O)c(CC=C(C)C)c(O)c1C(=O)CCc1ccc(O)cc1	0.8	-0.3	-31	-5.6	210*	-0.1	-0.9	9	-2
CCCCOc1ccc(/C(O)=C2/C(=O)C(=O)N(CCCOC)C2c2ccncc2)cc1 (stereo not drawn)	nt	-0.7	-2	-0.9	-1.2	nt	0.5	18	-2
COc1ccc2[nH]c(=O)c(CN(C(=O)c3cccnc3)c3ccccc3)cc2c1	-3.2	nt	-8	1.7	-0.5	-5.5	1.2	5	11
O=S(=O)(Cc1ccccc1)NCc1ccccn1	0.7	-1.0	-3	-2.8	-0.5	0.1	-1.4	-8	-2
Nc1[nH]ncc1S(=O)(=O)c1ccccc1	-0.3	i	-4	-1.3	-0.4	-1.6	-1.6	7	1
COc1ccc(CN2CCNC(=O)C2CC(=O)N(C)CC2CCOCC2)cc1OC (stereo not drawn)	-1.3	-0.5	-2	-3.5	0.2	-1.2	1.7	4	-2
CCN(Cc1cc2cc(C)ccc2[nH]c1=O)S(=O)(=O)c1ccccc1	nt	i	-1	-1.8	-1.0	-0.8	-0.8	14	0
Cc1ccc(/C=C2/SC(=Nc3ccc(F)cc3)NC2=O)s1	-4.6	0.8	-4	0.9	-1.7	-1.9	3.3	0	3
COc1ccc(CCn2c(O)c(C=NC3CC3)c(=O)[nH]c2=O)cc1OC	nt	-0.3	8	-0.8	-1.5	0.3	-0.1	4	-1
CCN1CCN(c2ccc(S(=O)(=O)N3CCOCC3)cc2NC(=O)CC(NC(C)=O)c2ccccc2)CC1 (stereo not drawn)	1.6	-0.1	5	0.7	12	-0.9	nt	-2	3
O=C1CCN(Cc2ccccc2)C=C1c1ccc2ccccc2c1	0.0	-1.7	41	-0.9	8.7	1.3	0.5	6	-2
COc1ccc(C2=NN(C(=O)CN3CCCC3)C(c3ccc(OC)cc3)C2)cc1 (stereo not drawn)	-1.0	0.9	5	1.0	nt	-0.4	-0.1	2	8
COc1ccc(CNC(=O)C2COc3ccccc3O2)c(OC)c1 (stereo not drawn)	nt	-1.0	-4	-2.5	-0.3	0.1	-1.7	16	5
OCC[C@@H]1C[C@H](O)[C@@H](O)[C@]2(OCCc3cc(Cl)ccc32)O1	-1.3	nt	nt	-0.5	nt	-3.2	nt	nt	-1
Cc1ccc(NC(=O)c2ccccn2)c(Br)c1	-0.4	-0.3	10	-3.3	-0.5	nt	0.5	-6	-2
O=C(CSc1nc2ccccc2c(=O)n1Cc1ccc(Cl)cc1)NCc1cccs1	0.6	0.4	5	1.3	0.9	0.1	-2.8	5	-2
Cc1ccc(-n2cc3c(=O)n(C)c(=O)n(C)c3c2)cc1C	nt	-0.6	4	-3.1	-0.7	-0.7	1.4	3	1
COc1cc(NC(=O)C2CCN(S(=O)(=O)c3cccs3)CC2)cc(OC)c1	0.0	-0.6	-3	-5.0	1.4	nt	-3.2	4	8
COc1ccc(OC)c(CCNC(=O)c2ccc3c(c2)N(Cc2ccccc2)CCS3)c1	3.6	i	41	-0.2	1.6	-4.1	-3.2	8	8

Continuation.
mol	TcdB inh	Vc quorum ag	Yp Topo-I inh	FadD28 binding	PfHsp40 yeast	BioA inh	UGM FP inh	GDH-TPI inh	Mtb FBA inh
O=C(c1cnn2c(C(F)(F)F)cc(-c3cccs3)nc12)N1CCN(C(c2ccccc2)c2ccccc2)CC1	nt	-11	17	-2.5	0.9	-1.3	-2.2	5	1
O=C(CSC(=S)N1CCCCC1)Nc1ncc2c(n1)CC(c1ccco1)CC2=O (stereo not drawn)	0.2	i	22	0.5	0.8	-1.4	1.9	-3	0
CC(=O)N1c2ccc(S(=O)(=O)N3CCCC3C(=O)NCc3ccccc3Cl)cc2CC1C (stereo not drawn)	1.0	i	-2	1.5	0.5	-2.6	0.1	-6	4
COc1ccc(CSc2nc3ccccc3c(=O)n2CCCN2CCOCC2)cc1F	3.5	0.6	14	-2.2	-0.2	-1.1	-0.4	0	0
O=C(Nc1ccc(N2CCCCC2)cc1)C(Cl)c1ccccc1 (stereo not drawn)	-0.1	-0.5	-2	-1.6	0.4	nt	0.8	1	-2
O=C(CCCn1c(=O)[nH]c2ccccc2c1=O)Nc1ccc(F)cc1	-10	0.2	7	1.1	-0.9	-2.0	2.7	2	0
NC(N)=NC(N)=Nc1ccc2ccccc2c1	2.1	i	-1	-1.8	-0.2	-0.1	-1.4	-1	1
CCOc1ccc(NC(=O)C/C(C)=N/NC(=O)c2cnccn2)cc1	0.7	i	5	nt	-0.4	2.0	-0.7	9	0
CC(C)[C@H](NC(=O)[C@@H]1Cc2ccccc2CN1)C(=O)Nc1ccc2c(c1)OCO2	-2.6	0.9	-8	-2.5	-0.1	nt	-1.9	-3	-6
C/C=C/C(=O)N1c2ccccc2C(C)=CC1(C)C	0.9	-0.3	-3	0.9	0.0	-2.0	-2.1	7	-4
COc1cccc(CC(=O)Nc2nc3c(s2)C(=O)CC(C)(C)C3)c1	2.2	-0.3	-2	-0.1	-1.3	-2.1	-1.0	3	3
COc1cccc(-c2nnc(Nc3nc4c(F)cccc4s3)o2)c1	nt	0.9	-11	-0.4	-0.4	-3.2	1.4	59*	134*
Cn1c(S(=O)(=O)c2ccc([N+](=O)[O-])cc2)nc(Br)c1Br	0.9	-0.3	2	-0.9	-0.7	0.7	-0.3	2	-1
CCOc1ccc(C(=O)N2CCC3(CC2)NCCc2[nH]cnc23)cc1	1.5	-0.3	-1	-1.6	-0.7	-1.9	3.1	3	1
O=C(c1ccc(Cn2c(=O)[nH]c3ccccc3c2=O)cc1)N1CCN(c2ccccn2)CC1	0.7	nt	26	-1.8	0.5	2.1	2.2	17	2
CN(CC(=O)Nc1ccccc1Cl)C(=O)COC(=O)CSc1ccc(F)cc1	1.0	i	9	-0.6	0.7	0.4	0.4	1	0
Cc1ccc(S(=O)(=O)NCc2ccc(C(=O)NC3CCC(C)CC3)cc2)cc1 (stereo not drawn)	0.9	-0.2	12	-2.9	2.6	-0.2	0.2	2	-7
NS(=O)(=O)c1ccc(CCNC(=O)c2ccc([N+](=O)[O-])cc2[N+](=O)[O-])cc1	0.5	-0.7	-1	-3.6	-1.7	nt	-0.3	0	-5

Quoted at random: three records from the list, in no set order.
mol	TcdB inh	Vc quorum ag	Yp Topo-I inh	FadD28 binding	PfHsp40 yeast	BioA inh	UGM FP inh	GDH-TPI inh	Mtb FBA inh
Cn1c(S(=O)(=O)c2ccc([N+](=O)[O-])cc2)nc(Br)c1Br	0.9	-0.3	2	-0.9	-0.7	0.7	-0.3	2	-1
CCOc1ccc(NC(=O)C/C(C)=N/NC(=O)c2cnccn2)cc1	0.7	i	5	nt	-0.4	2.0	-0.7	9	0
NC(N)=NC(N)=Nc1ccc2ccccc2c1	2.1	i	-1	-1.8	-0.2	-0.1	-1.4	-1	1
